High-throughput results: PubChem, several laboratories
GLD-1 RNA inh – GLD-1/TGE RNA complex disruptors, primary screen, biochemical, fluorescence polarization; purified GLD-1 + fluorescein TGE RNA; inhibition, % at 5.96 µM; hit rate 0.44% among 320,000; AID 2280, 2010;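 active means percent inhibition above a per-plate cutoff, the plate mean of test compounds plus 3 SD, cut at about 30% in these data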;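 further: 0% = DMSO wells with GLD-1 and probe and 100% = wells lacking GLD-1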
BCLXL inh – inhibitors of human Bcl-xL, primary screen, biochemical, fluorescence polarization, HTS; GST-Bcl-xL / FITC-Bim BH3 peptide fluorescence polarization; AID 2129, 2009; Bcl-2-like protein 1 (Homo sapiens), Q07817; inhibition, % at 10.9 µM; hit rate 0.7% among 320,000;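 active means inhibition above the mean of all tested compounds plus 3 SD, cutoff set per campaign, cut at about 30% in these data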;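 further: 0% = DMSO wells and 100% = unlabeled Bim-BH3 peptide competitor; inhibitors lower millipolarization by displacing the labeled peptide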
Target sequence (Q07817 whole entry, looked up): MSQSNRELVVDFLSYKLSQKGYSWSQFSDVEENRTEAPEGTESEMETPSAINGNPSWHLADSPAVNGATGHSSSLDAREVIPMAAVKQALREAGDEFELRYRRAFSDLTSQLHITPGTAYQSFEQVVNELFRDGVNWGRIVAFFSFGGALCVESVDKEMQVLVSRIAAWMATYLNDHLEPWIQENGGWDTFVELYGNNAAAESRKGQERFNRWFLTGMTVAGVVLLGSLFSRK
Efflux pump mplx – inhibitors of Candida efflux pumps in yeast, primary screen, S. cerevisiae, Nile Red, multiplex; S. cerevisiae Candida pump triplex; inhibition, % at 10 µM; hit rate 0.44% among 330,000; AID 485275, 2010;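 active means plate passing quality check with inhibition over a set limit, or well fluorescence over plate mean plus 4 SD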;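 further: Nile Red retained in pooled yeast measured as flow cytometry median fluorescence; 0% = buffer negative control and 100% = Enniatin B positive control; higher means more Nile Red kept so more efflux inhibition; some compounds called inactive have numbers as strong as hits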
MCL1 BIM primary – inhibitors of MCL1 binding to BIM-BH3, primary screen, biochemical, fluorescence polarization | Induced myeloid leukemia cell differentiation protein Mcl-1 (Homo sapiens), Q07820 | GST-MCL1 / FITC-Bim-BH3 fluorescence polarization | inhibition, % at 10.9 µM | hit rate 0.68% among 320,000 | AID 2057, 2009;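 active means inhibition above the mean inhibition of all tested compounds plus 3 SD, set per campaign, cut at about 40% in these data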;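 further: 0% = DMSO wells and 100% = unlabeled Bim-BH3 peptide control; higher means more loss of mP so more displacement of Bim peptide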
Target sequence (Q07820 whole entry, looked up): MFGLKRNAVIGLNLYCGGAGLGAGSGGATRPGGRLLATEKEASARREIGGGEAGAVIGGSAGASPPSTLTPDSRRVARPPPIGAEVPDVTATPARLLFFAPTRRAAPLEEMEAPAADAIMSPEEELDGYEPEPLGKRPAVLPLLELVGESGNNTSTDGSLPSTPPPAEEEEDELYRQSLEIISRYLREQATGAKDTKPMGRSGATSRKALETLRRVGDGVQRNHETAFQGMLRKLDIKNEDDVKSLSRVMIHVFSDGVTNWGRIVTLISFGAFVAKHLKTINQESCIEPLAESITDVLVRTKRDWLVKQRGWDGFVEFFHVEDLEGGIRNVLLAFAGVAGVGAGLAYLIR
ZTA DNA inh – ZTA (EBV) inhibition in EBNA-1 counter-screen; P03206; ZTA-DNA binding, fluorescence polarization; inhibition, % at 11 µM; hit rate 0.15% among 320,000; AID 2234; in the data active means inhibition above about 33%
Target sequence (P03206 whole entry, looked up): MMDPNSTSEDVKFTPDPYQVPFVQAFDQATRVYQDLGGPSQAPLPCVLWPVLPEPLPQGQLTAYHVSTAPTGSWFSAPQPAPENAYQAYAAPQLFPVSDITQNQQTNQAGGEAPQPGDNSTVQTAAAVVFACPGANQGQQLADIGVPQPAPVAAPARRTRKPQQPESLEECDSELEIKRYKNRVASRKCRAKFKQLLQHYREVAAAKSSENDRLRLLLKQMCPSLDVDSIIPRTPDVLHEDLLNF
Fam108B counter – mouse Fam108B serine hydrolase inhibitors, primary screen, counter-screen for RBBP9 inhibitor project, biochemical, fluorescence polarization. recombinant Fam108B, FP-Rh probe fluorescence polarization. inhibition, % at 9.51 µM. hit rate 0.33% among 300,000. AID 1947, 2009;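 active means inhibition above the screen mean inhibition plus 3 SD, computed separately per campaign, cut at about 18% in these data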;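 further: inhibitors lower polarization as less probe binds the enzyme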
EBNA-1 inhibitor – EBNA-1 DNA-binding inhibitors, primary screen, biochemical, fluorescence polarization; inhibition, % at 14.8 µM; hit rate 0.34% among 300,000; in the data active means inhibition above about 28%
MEX-5 binding – MEX-5 zinc finger RNA-binding disruptors – biochemical, C. elegans, fluorescence polarization, MLPCN library, primary screen. Zinc finger protein mex-5 (Caenorhabditis elegans), Q9XUB2. MEX-5/FITC-TCR2 RNA binding; active compounds read low. activity score (negative = inhibition of binding), % at 10 µM. hit rate 0.38% among 300,000. AID 1832, 2009;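 active means inhibition past about -25% in most replicates, and total fluorescence under double the plate's negative control median, limit read from the data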;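 further: 0% = DMSO and -100% = 5 µM competing unlabeled TCR2 RNA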
CR mimetic SO – reduction of superoxide in aged yeast, primary screen, HTS. superoxide response (% of plate mean), % at 10 µM. AID 2690, 2010. S. cerevisiae aged cells, superoxide DHE fluorescence; active compounds read low. hit rate 0.18% among 330,000;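 active means superoxide response under a set limit, about three screen SD below normal, cut at about 65% in these data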;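 further: yeast aged for seven days with compound at 30 °C before DHE staining; 100% = average MFI of all compound-treated wells on the plate with controls excluded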
Active calls of the source: *; x = not tested or not shown. Outcome played no part in choosing rows; overall some 2.3% were active at least once.

SMILES | GLD-1 RNA inh | BCLXL inh | Efflux pump mplx | EBNA-1 inhibitor | Fam108B counter | MCL1 BIM primary | ZTA DNA inh | MEX-5 binding | CR mimetic SO
CCCCC(=O)NC(c1ccccc1Cl)c1c(O)ccc2ccccc12 (centres undefined) | -1 | 2 | 0.2 | 5 | 1 | 1 | 2 | -0.4 | 108
CS(=O)(=O)N1CCC(Oc2ccccc2C(=O)N2CCNC(=O)C2)CC1 | -2 | 3 | 0.0 | 17 | -2 | -2 | 4 | 0.3 | 107
CNC(=O)C1CCN(S(=O)(=O)c2c(C)noc2/C=C/c2cccc(C)c2)CC1 | -4 | 4 | 0.1 | 4 | 0 | 4 | -1 | -0.4 | 79
NC(=O)C1(c2ccccc2)CCCN1C(=O)c1ccc(Br)cc1 (centres undefined) | 2 | 7 | 0.1 | 9 | 2 | 2 | 2 | -1.2 | 113
COc1ccc(S(=O)(=O)n2oc(=O)cc2-c2ccccc2)cc1OC | -2 | -11 | -0.2 | 8 | -1 | 5 | 14 | -4.4 | 122
Cc1ccc(/C=C2\CCC(C3CCCC3)C2=O)cc1 (centres undefined) | -3 | 8 | -0.5 | 1 | -2 | 12 | 2 | -2.2 | 96
Cc1ccccc1OCc1nc2ccccc2c(=O)n1/N=C/c1cccc([N+](=O)[O-])c1 | 1 | 8 | 0.1 | -7 | -3 | 6 | 4 | -1.2 | 95
O=C(NCc1ccco1)c1cc2n(n1)C(C(F)(F)F)CC(c1ccc(F)cc1)N2 (centres undefined) | 8 | 1 | -0.1 | 3 | -2 | 3 | -10 | -0.5 | 97
Cc1cc(C(=O)OCn2nnc3ccccc3c2=O)c(C)o1 | 4 | -1 | -0.2 | 9 | -3 | 0 | 1 | 1.6 | 105
CCOc1cc(CNc2ccccc2)cc(Br)c1OCc1ccc(F)cc1 | 8 | 1 | -0.2 | 3 | 3 | 3 | -6 | -0.4 | 94
CC(C)CC(OC(=O)c1ccc(Cl)nc1)C(=O)NC1CCCC1 (centres undefined) | 0 | 4 | -0.5 | -5 | 0 | 10 | -20 | 1.0 | 100
Cn1c(=O)n(C)c2cc(S(=O)(=O)NCCc3ccccc3)ccc21 | -5 | 1 | 0.1 | -10 | 0 | 3 | 7 | 1.5 | 92
COc1cccc(-c2nc(CS(=O)(=O)CC(=O)NCCc3ccc(C)cc3)c(C)o2)c1 | -3 | 0 | 0.0 | -1 | -1 | 5 | -23 | 2.4 | 101
Cc1nc2cc(NCc3cccs3)ccc2n1C | 1 | 8 | 0.0 | -2 | -2 | 8 | -6 | -1.3 | 96
Cc1nn(-c2ccccc2)c(NC(=O)c2cccs2)c(-c2ccc(Cl)cc2)c1=O | 0 | 0 | 0.9 | 8 | 0 | -1 | 14 | -0.6 | 104
CCOC(=O)c1ccccc1NC(=O)C1CC(=O)N(C2CCCCC2)C1 (centres undefined) | -4 | 8 | 6.2* | 1 | 2 | 10 | 15 | -1.4 | 101
S=c1[nH]nc(Cc2cccc3ccccc23)n1-c1ccccc1 | -1 | -2 | -0.1 | 8 | -5 | -14 | -5 | -0.6 | 91
COc1ccccc1NC(=O)CS(=O)(=O)c1cn(CC(=O)N(C(C)C)C(C)C)c2ccccc12 | 6 | 2 | -7.4 | 3 | 0 | 3 | -2 | 0.6 | 103
N#CC1(c2ccccc2)CCCN1C(=O)c1ccccc1Br (centres undefined) | 14 | 19 | -0.1 | -4 | -2 | 15 | -3 | -1.0 | 98
CCCCCn1nc(C)c(/C=N/NC(=O)c2ccoc2C)c1C | -7 | 8 | -0.1 | 0 | 4 | 5 | -12 | 2.8 | 87
O/N=C(\COc1ccccc1O)c1ccccc1 | 1 | 6 | -0.1 | 11 | 5 | 0 | -6 | 3.0 | 98
CNC(=O)c1ncnnc1N(C)C(=O)NCc1ccccc1 | 3 | -1 | -0.3 | 1 | 1 | 2 | -5 | 2.7 | 89
COc1ccc(OC)c(NC(=O)C(=O)NNC(=O)COc2ccc(Br)cc2C)c1 | -3 | 4 | -0.1 | -2 | -12 | 5 | 12 | -0.8 | 101
O=C(Nc1ccccc1C(=O)NCc1ccc(Cl)cc1)c1ccco1 | 5 | 3 | 0.2 | -12 | -2 | 4 | 5 | -1.7 | 123
COc1ccc(OC)c(C2CC(c3ccc(NS(C)(=O)=O)cc3)=NN2C(=O)c2ccccc2)c1 (centres undefined) | 5 | 5 | -0.1 | 7 | 1 | 12 | -6 | 2.8 | 103
Cn1c(=O)[nH]c(=O)c2c1nc(Br)n2CCCCSc1nc2ccccc2o1 | 2 | -5 | -0.1 | -2 | 4 | -5 | 4 | x | 92
COc1ccc(OC)c(NC(=O)CS(=O)(=O)c2cn(CC(=O)N3CCOCC3)c3ccccc23)c1 | 6 | 4 | -0.3 | -8 | 0 | 8 | -2 | -1.7 | 94
CCc1ccccc1NC(=O)Nc1ccc2c(c1)OCO2 | -4 | 1 | -0.1 | 5 | -2 | -1 | -21 | 0.5 | 88
C=CCn1c(O)c(N=NC(=O)CNC(=O)/C=C/c2ccco2)c2ccccc21 | 0 | 10 | 0.0 | 8 | 0 | 29 | -1 | -1.3 | 94
O=C(NCc1cccc(Cl)c1)C1CCC(=O)N(CC2CCCCC2)C1 (centres undefined) | 1 | 3 | -0.1 | 5 | 3 | 2 | -10 | -3.4 | 92
COc1ccc(-n2c(Cc3cc(=O)[nH]c(=O)[nH]3)nnc2SCC(=O)NC2CCCC2)cc1 | 17 | 8 | 0.4 | 0 | 1 | 10 | 4 | -2.0 | 112
COc1ccc(C(=O)N2CCNC(=O)C2CC(=O)Nc2cccc(Cl)c2Cl)cc1 (centres undefined) | 6 | 11 | -0.1 | 3 | 3 | 0 | -7 | 0.7 | 98
O=C(COC(=O)C1CC1)Nc1ncc(Cl)cc1Cl | 15 | 24 | 0.0 | 1 | 4 | 30 | 8 | -6.0 | 97
CCn1c(CNC(=O)c2ccc3c(c2)OCO3)nnc1SCC(=O)Nc1ccccc1F | 0 | -2 | -0.1 | -1 | -3 | -3 | -21 | 0.5 | 100
COc1ccc(OCCCn2ccnc2)cc1 | 7 | 6 | 0.1 | 0 | 4 | 6 | -1 | 0.3 | 91
C/C(Cc1ccccc1)=N\NC(=O)CNC(=O)Cc1ccc(Cl)cc1 | -1 | 3 | 0.1 | 4 | 3 | 4 | 18 | -0.2 | 109
O=C1NC2(CCCCC2)C(=O)N1c1cccc(Cl)c1 | -2 | 3 | 0.6 | -10 | -7 | -3 | -7 | -1.5 | 92
CCCCCCCN1C(Nc2ccccc2)=NC[C@@H]1C | -10 | 4 | 0.2 | 2 | -2 | -2 | -3 | x | 109
CC(=O)Nc1ccc(SCCC2CCCCN2C)cc1 (centres undefined) | 8 | 1 | 0.1 | -1 | 3 | 4 | 13 | -1.6 | 76
COc1ccc(N2CCN(CC(=O)N3N=CCC3c3ccccc3)CC2)cc1 (centres undefined) | 2 | 8 | 0.1 | -8 | -1 | 16 | -4 | -0.1 | 99
O=C(NNc1cc(Cl)ccc1Cl)c1c(F)cccc1Cl | 3 | -1 | 0.0 | 8 | -2 | 2 | 10 | -4.7 | 91
CCc1cc2ccc(OC)cc2nc1SCC(=O)NNC(=O)c1ccco1 | 3 | 4 | -0.2 | 0 | -1 | 4 | 13 | -0.8 | 103
COc1ccc(CNC(=O)CN2c3ccccc3S(=O)(=O)c3ccccc32)cc1 | -7 | 2 | 0.3 | -1 | 1 | 0 | 7 | -0.3 | 88
O=C(Nc1cccc(Cl)c1)c1cc(N=Nc2ccc([N+](=O)[O-])cc2Cl)ccc1O | -6 | 1 | 0.0 | -3 | 26* | 6 | -8 | 0.2 | 69
COc1ccc(-c2c([C@H]3[C@H]4C=CC[C@@H](C)[C@@H]4C(=O)N3Cc3ccccc3)ccc3ccccc23)cc1 | -5 | 1 | 0.4 | -13 | 1 | 0 | -4 | 1.2 | 112
Cc1cc(C)n2nc(SCC(=O)c3cc(C)n(CC4CCCO4)c3C)nc2n1 (centres undefined) | -2 | 0 | 0.3 | -10 | 0 | 1 | -9 | 4.8 | 109
CCCC(C)NC(=O)COC(=O)c1ccc(Cl)c(S(N)(=O)=O)c1 (centres undefined) | 2 | 5 | -0.2 | 5 | 2 | 4 | -4 | -1.2 | 93
O=C(Nc1cccc2ncccc12)c1cccnc1 | 1 | -1 | -0.1 | 9 | 1 | 1 | 23 | -0.6 | 88
O=S1(=O)CC(O)C(Nc2ccc(Cl)cc2)C1 (centres undefined) | 6 | 0 | 0.0 | -16 | -2 | -2 | -29 | 1.7 | 109
O=C(c1ccco1)N1CCN(Cc2c(Cl)cccc2Cl)CC1 | 11 | 7 | -0.1 | 8 | 0 | 11 | 6 | 0.7 | 99
COc1ccc(-n2cnnc2SCC(=O)Nc2cc(C)on2)cc1 | 1 | -1 | -0.1 | 6 | 4 | -12 | -12 | 1.7 | 95
Nc1nc(SCC(=O)N2CCCC2)[nH]c(=O)c1NC(=O)c1cccs1 | -1 | -1 | 0.0 | 4 | 2 | 0 | 6 | -0.7 | 108
O=C1c2ccccc2-c2c1cccc2C(=O)N1CCN(C(=O)c2ccco2)CC1 | 2 | 8 | 0.0 | -5 | 3 | 2 | 6 | -1.1 | 98
Cc1cc(Cl)c(OCCCn2cncn2)c(Br)c1 | 1 | 1 | -0.1 | 10 | -1 | 4 | 3 | 1.6 | 98
CN(CCOc1ccc(Cl)cc1)CC(=O)Nc1ccc(OC(F)(F)F)cc1 | -11 | -1 | -0.1 | -11 | 3 | 3 | -2 | -0.5 | 96
C=CCn1c(=N)n(CC(=O)c2cccc([N+](=O)[O-])c2)c2ccccc21 | 3 | -1 | 0.1 | 6 | 0 | -2 | 2 | 2.5 | 127
O=S(=O)(Nc1ccc(Cl)c(C(F)(F)F)c1)c1cnc[nH]1 | -12 | -3 | 0.0 | -6 | -2 | 10 | 4 | 2.6 | 97
COc1ccc(CNC(=S)Nc2cccc(F)c2)cc1 | -3 | -2 | 0.4 | -13 | -4 | -1 | -2 | 3.7 | 93
Cc1cccc(N=Nc2cn[nH]c2-c2ccco2)c1 | -2 | 3 | 0.0 | -7 | 0 | -4 | -1 | 3.3 | 94
O=C(O)c1cccc([N+](=O)[O-])c1C(=O)Nc1ccc2ccccc2c1 | -8 | 7 | 0.0 | 0 | 0 | 8 | -4 | 0.0 | 109
O=C(Nc1cccc(C(F)(F)F)c1)c1cc[n+]([O-])cc1 | 10 | 1 | -0.1 | -5 | 2 | 3 | -3 | 2.3 | 95
CCOC(=O)CN1C(=O)N[C@@H](c2ccco2)C(C(C)=O)=C1C | 2 | 4 | 0.1 | 13 | 1 | 1 | 1 | 0.6 | 101
